Bioassay records deposited in PubChem by several laboratories.
CCHFV vOTU inh: CCHFV vOTU protease inhibition. AID 651958. 370,000 tested, 0.55% active. inhibition, % at 11.5 µM. Pep-AMC fluorescence; in the data active means inhibition above about 30%; further: 0% = vehicle wells with enzyme and 100% = no enzyme wells
BH1578 lux ind: quorum light induction in luxS cqsA deficient V. cholerae. V. cholerae BH1578 lux reporter, luminescence, 6 h. activation, % at 18.7 µM. 350,000 tested, 0.16% active; in the data active means activation mostly above about 9.7%, no sharp cut-off; further: not every result past the cut was called active; inactives centre near 0; reference of the scale not given here
SSB-PriA inh: blocks PriA binding to SSB C-terminal tail. AlphaScreen SSBct-PriA binding, biotinylated peptide. inhibition, % at 33 µM. 430,000 tested, 0.6% active. AID 1272365; in the data active means inhibition mostly above about 37%, no sharp cut-off; inactive means mostly below about 20%;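 further: plate controls were negative control peptide for no effect and reference peptide for full effect; strong numbers were not always called active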
VHR inh abs: DUSP3 (human) phosphatase inhibition; inhibition, % at 13.3 µM; P51452; 290,000 tested, 0.52% active; recombinant VHR phosphatase, pNPP absorbance; in the data active means inhibition above about 50%; further: some compounds called inactive have numbers as strong as hits
Target sequence (P51452 whole entry, looked up): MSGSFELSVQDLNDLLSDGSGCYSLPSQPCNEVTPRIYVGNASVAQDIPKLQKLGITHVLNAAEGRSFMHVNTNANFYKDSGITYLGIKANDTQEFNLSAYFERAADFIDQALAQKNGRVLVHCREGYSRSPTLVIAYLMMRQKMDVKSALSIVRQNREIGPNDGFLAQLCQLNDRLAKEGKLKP
Y pestis TopoI: Y. pestis Topo-I inhibition via cleavage products. Y. pestis Topo-I cleavage product accumulation, plate reader. activity, % at 10 µM. 360,000 tested, 0.064% active; in the data active means activity above about 50%, passing the limit was not always enough; further: inactives centre near 2
MazF activator: MazEF (E. coli) toxin RNase activation; FAM/BHQ RNA-DNA oligo cleavage fluorescence, 5 h; activation, % at 20 µM; 350,000 tested, 0.32% active; in the data active means activation above about 50%
Target sequence (P0AE70 whole entry, looked up): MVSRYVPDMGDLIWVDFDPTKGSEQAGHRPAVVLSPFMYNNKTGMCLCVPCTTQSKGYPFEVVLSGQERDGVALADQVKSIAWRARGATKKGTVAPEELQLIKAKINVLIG
TcdB GH inh: TcdB glycohydrolase inhibition; P18177; TcdB glycohydrolase enzymatic assay, plate reader; inhibition, % at 9.99 µM; 350,000 tested, 0.24% active; in the data active means inhibition above about 10%
SARS 3CLpro inh: SARS-CoV 3CLpro protease inhibition. P0C6X7. recombinant SARS-CoV 3CLpro, quenched FRET peptide cleavage. inhibition, % at 6 µM. 290,000 tested, 0.14% active; in the data active means inhibition above about 12%
Rv3671c protease: inhibits the M. tuberculosis serine protease Rv3671c; inhibition, % at 5.96 µM; 320,000 tested, 0.048% active; in the data active means inhibition above about 38%;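 further: extracellular domain of Rv3671c used as enzyme; 0% = enzyme with DMSO and 100% = no enzyme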
Target sequence (P9WHR9 whole entry, looked up, the tested form may be a part): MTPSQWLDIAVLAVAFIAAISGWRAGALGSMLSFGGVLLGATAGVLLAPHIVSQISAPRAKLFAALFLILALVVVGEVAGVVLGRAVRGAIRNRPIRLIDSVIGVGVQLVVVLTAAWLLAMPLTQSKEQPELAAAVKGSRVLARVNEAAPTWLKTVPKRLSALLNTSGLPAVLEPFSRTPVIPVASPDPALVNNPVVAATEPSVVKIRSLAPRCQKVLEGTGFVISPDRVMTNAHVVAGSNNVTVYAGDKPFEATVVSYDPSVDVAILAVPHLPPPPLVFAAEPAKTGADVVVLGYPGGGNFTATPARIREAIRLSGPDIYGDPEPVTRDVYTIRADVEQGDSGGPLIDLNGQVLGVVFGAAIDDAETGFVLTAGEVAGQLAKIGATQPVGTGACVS
PrPC surface inh: inhibitors of human cell surface prion protein PrPC; AID 720596; inhibition, % at 13.8 µM; TR-FRET read-out; 370,000 tested, 0.43% active; P04156; in the data active means inhibition above about 24%; further: 0% = median of the test wells and 100% = reference compound wells
Starred values were filed as active, the others as inactive; i = inactive; . = no result given. Only part of the results is shown; rates above refer to the full screens.

SMILES	CCHFV vOTU inh	BH1578 lux ind	SSB-PriA inh	VHR inh abs	Y pestis TopoI	MazF activator	TcdB GH inh	SARS 3CLpro inh	Rv3671c protease	PrPC surface inh
CCC(C)C(NC(=O)C1CCC(C)CC1)C(=O)NC(CCSC)C(=O)OC (configuration not stated)	-1	i	-4	-2	-6	10	.	-4	2	-1
Cc1cccc(Cc2cnc(NC(=O)CN3C(=O)/C(=C/c4ccccc4)SC3=S)s2)c1	0	i	7	25	-12	2	.	1	-12	-2
CCOC(=O)C1=C(C)NC(C)=C(C(=O)OCC)C1C(=O)OCC(=O)N1CCCCC1C (configuration not stated)	3	-1.3	-8	.	3	10	1.6	.	4	-5
Cc1[nH]c2ccccc2c1CCN(Cc1cccs1)C(=S)Nc1ccccc1	-1	-0.3	-12	-21	-5	-2	0.5	3	-5	0
CCOc1ccc(S(=O)(=O)N2CCOCC2)cc1NC(=O)c1ccc(N2CCCC2=O)cc1	8	0.6	-9	.	1	-1	1.2	.	-5	1
CCc1c(-c2ccccc2)nc2nc(C)c(C)nn12	-3	-0.2	-6	15	0	3	-0.8	-4	-8	6
O=C(C1CCN(S(=O)(=O)c2ccc(F)cc2)CC1)N1CCCC(C(F)(F)F)C1 (configuration not stated)	4	-0.3	1	.	-10	6	0.7	.	-4	-6
FC(F)(F)c1cccc(Cn2c3[n+](c4ccc(C(F)(F)F)cc42)CCCCC3)c1	8	0.1	-4	18	-18	11	1.7	4	3	5
CCN(C(=O)CSc1nc2cc(S(=O)(=O)N(CC)CC)ccc2o1)C1CCS(=O)(=O)C1 (configuration not stated)	-5	i	-8	14	6	-4	0.3	-1	-8	1
O=C(Nc1cnccn1)c1ccc(F)cc1Cl	1	i	-16	-10	-2	7	-0.1	-2	-3	9
C#CC[N+]1(CC#Cc2ccccc2)CCOCC1	0	i	-10	12	1	2	.	-2	-11	3
Cc1cc2nc3n(c2cc1C)CCCN3	-9	-0.4	-16	44	2	6	1.0	-3	-2	-1
N/C(=N\OS(=O)(=O)c1ccc(Cl)cc1)c1ccccn1	-8	.	.	29	3	7	-1.7	1	.	11
CC[C@]12C(=O)N(C)C[C@H]([C@@H]3C(=O)N(Cc4ccccc4)C(=O)[C@@H]31)N2C(=O)c1ccc(Br)cc1	10	i	-3	.	-5	2	-4.0	.	.	4
Cc1nnsc1C(=O)NNc1ccc(C(C)C)cc1	3	-0.6	0	10	-7	-5	1.5	-3	-1	-2
CC(C)CCNC(=S)Nc1ccc([N+](=O)[O-])cc1	8	-0.1	6	13	-3	2	.	-1	-11	-2
COc1cc(OC)cc(C(=O)NC(C(=O)N2CCC2)C(C)C)c1 (configuration not stated)	7	i	-11	.	0	0	1.8	.	13	1
CC1CCCCN1CCNS(=O)(=O)c1ccc2c(c1)oc(=O)n2C (configuration not stated)	-2	i	4	12	-2	-1	.	-2	-5	-6
CCCCn1c(NC(C)=O)c(C#N)c2nc3ccccc3nc21	-128	0.2	-8	-9	-8	1	.	-5	-15	-3
CCCCSc1nc(C)[nH]c1[N+](=O)[O-]	-3	-0.2	3	-24	2	-4	.	-1	-1	2
COc1ccc(-c2nc(CS(=O)(=O)CC(=O)NCc3cccc(Br)c3)c(C)o2)cc1	0	i	1	37	36	-4	-0.6	7	-5	0
CCOC(=O)c1c(C)nc2sc3c(=O)n(-c4ccc(C)cc4)cnc3c2c1-c1ccc(OC)cc1	-4	.	-29	-1	5	8	.	5	6	-2
Cc1ccc(C(=O)NCCCNC(=O)c2ccccc2C)cn1	-1	-0.2	-7	34	7	14	0.3	-5	-4	-3
O=C(NC1CCCCC1)/C(=N\O)c1ccccn1	-1	-3.3	.	17	10	0	0.2	-1	4	5
CCOC(=O)C1CCCN(CC(O)COc2ccccc2C(C)=O)C1 (configuration not stated)	-6	1.8	-20	8	4	9	.	-2	6	-6
C[C@H](O)CNC(=O)c1[nH]cnc1C(=O)Nc1ccc(CNC(=O)OC(C)(C)C)cc1	3	-0.2	.	.	9	4	0.9	.	.	-1
Cn1cc(Cl)c(C(=O)NNC(=S)NCc2ccco2)n1	4	i	-8	19	5	-1	1.4	-1	2	-7
COc1ccc(Cl)cc1NC(=O)c1oc(C)nc1C	7	i	-6	23	-9	11	.	-7	-5	6
COc1ccc2oc(C(=O)N3CCN(C/C=C/c4ccccc4)CC3)c(C)c2c1	0	-2.5	-7	.	36	-9	-1.1	.	1	-4
COc1ccc(-c2cc3nc(-c4ccccc4)cc(N4CCN(C(=O)c5ccoc5)CC4)n3n2)cc1	-46	-0.4	.	.	36	-3	-9.5	.	.	7

Ordered by length of the SMILES (highest first): eleven of the compounds above.
SMILES	CCHFV vOTU inh	BH1578 lux ind	SSB-PriA inh	VHR inh abs	Y pestis TopoI	MazF activator	TcdB GH inh	SARS 3CLpro inh	Rv3671c protease	PrPC surface inh
CCOC(=O)c1c(C)nc2sc3c(=O)n(-c4ccc(C)cc4)cnc3c2c1-c1ccc(OC)cc1	-4	.	-29	-1	5	8	.	5	6	-2
C[C@H](O)CNC(=O)c1[nH]cnc1C(=O)Nc1ccc(CNC(=O)OC(C)(C)C)cc1	3	-0.2	.	.	9	4	0.9	.	.	-1
COc1ccc(-c2nc(CS(=O)(=O)CC(=O)NCc3cccc(Br)c3)c(C)o2)cc1	0	i	1	37	36	-4	-0.6	7	-5	0
COc1ccc2oc(C(=O)N3CCN(C/C=C/c4ccccc4)CC3)c(C)c2c1	0	-2.5	-7	.	36	-9	-1.1	.	1	-4
CC1CCCCN1CCNS(=O)(=O)c1ccc2c(c1)oc(=O)n2C (configuration not stated)	-2	i	4	12	-2	-1	.	-2	-5	-6
CCOC(=O)C1CCCN(CC(O)COc2ccccc2C(C)=O)C1 (configuration not stated)	-6	1.8	-20	8	4	9	.	-2	6	-6
CCCCn1c(NC(C)=O)c(C#N)c2nc3ccccc3nc21	-128	0.2	-8	-9	-8	1	.	-5	-15	-3
CC(C)CCNC(=S)Nc1ccc([N+](=O)[O-])cc1	8	-0.1	6	13	-3	2	.	-1	-11	-2
Cc1ccc(C(=O)NCCCNC(=O)c2ccccc2C)cn1	-1	-0.2	-7	34	7	14	0.3	-5	-4	-3
COc1ccc(Cl)cc1NC(=O)c1oc(C)nc1C	7	i	-6	23	-9	11	.	-7	-5	6
CCCCSc1nc(C)[nH]c1[N+](=O)[O-]	-3	-0.2	3	-24	2	-4	.	-1	-1	2

Additional entries:
SMILES	CCHFV vOTU inh	BH1578 lux ind	SSB-PriA inh	VHR inh abs	Y pestis TopoI	MazF activator	TcdB GH inh	SARS 3CLpro inh	Rv3671c protease	PrPC surface inh
CN(CC(=O)N1CCCCC1)S(=O)(=O)c1ccc(Cl)cc1	3	i	-14	1	-3	-5	-0.2	-2	3	-1
O=C(Nc1ccc(F)cc1)Nc1cccnc1Cl	-7	-0.2	2	-16	-8	5	-10	1	12	13
Cn1cc(-c2ccno2)c(C(=O)O)n1	-10	-0.5	-14	22	4	3	0.0	0	-5	5
C(=N\n1cnnc1)/c1cn(-c2cccs2)nc1-c1ccccc1	0	-3.0	.	19	-4	-1	.	3	-4	-6
Cc1[nH]n(-c2ccccc2)c(=O)c1C(C[N+](=O)[O-])c1ccc(Br)cc1 (configuration not stated)	15	i	15	20	-5	-3	.	-3	-21	1
CCC(Sc1ccc2nnc(-c3ccc(F)cc3)n2n1)C(=O)OC (configuration not stated)	-1	i	-4	16	7	-8	-1.1	-2	0	7
COC(=O)c1ccc(C)cc1C1CN=NC12Cc1cc(C)ccc1C2=O (configuration not stated)	7	0.8	-3	.	25	5	1.7	.	.	-3
Cc1ccc(C(=O)C2CCN(CC(=O)NC3CCCCC3)CC2)cc1	-13	-0.4	-6	10	35	2	.	3	-1	-10
O=C(O)c1cccc(S(=O)(=O)N(Cc2ccccc2)c2ccccc2Cl)c1	18	i	11	16	1	-2	-1.8	4	.	-4
COc1ccccc1N1CCN(C(=O)CSc2nc(C)c(C)c(=O)[nH]2)CC1	3	-0.5	-7	-51	-3	-3	0.4	-2	-7	-3
OCCN(Cc1ccccc1)Cc1cccc(C(F)(F)F)c1	7	-0.2	-43	-17	-3	1	.	0	-2	1
CCN(Cc1ccccc1)C(=O)c1c(-c2ccccc2Cl)noc1C	-10	-0.4	-8	17	1	4	0.7	4	11	8
Cc1ccc(NC(=O)c2cc([N+](=O)[O-])ccc2Cl)c(O)c1	3	-0.3	8	44	3	-4	0.6	4	-12	-13
Cc1cccc(NC(=O)NC2CCCc3ccccc32)c1 (configuration not stated)	0	-0.3	-14	-16	4	2	1.5	0	-27	2
Cc1cc(OCC(=O)Nc2ccc(Br)cc2)cc2c1C(=O)CC(C)(C)O2	6	i	-1	1	6	3	0.7	4	-32	-1

Single records, from the list above. Order of screens: CCHFV vOTU inh | BH1578 lux ind | SSB-PriA inh | VHR inh abs | Y pestis TopoI | MazF activator | TcdB GH inh | SARS 3CLpro inh | Rv3671c protease | PrPC surface inh
C#CC[N+]1(CC#Cc2ccccc2)CCOCC1 is entered as 0 | i | -10 | 12 | 1 | 2 | . | -2 | -11 | 3
COc1ccc(-c2nc(CS(=O)(=O)CC(=O)NCc3cccc(Br)c3)c(C)o2)cc1 is entered as 0 | i | 1 | 37 | 36 | -4 | -0.6 | 7 | -5 | 0

Following part
SMILES	CCHFV vOTU inh	BH1578 lux ind	SSB-PriA inh	VHR inh abs	Y pestis TopoI	MazF activator	TcdB GH inh	SARS 3CLpro inh	Rv3671c protease	PrPC surface inh
COCC(=O)OC/C(O)=C(\C#N)c1nc2ccccc2[nH]1	-2	i	-6	-15	-2	7	-0.4	-3	-4	20
O=C(c1cccc(S(=O)(=O)N2CCN(c3ccccc3)CC2)c1)N1CCN(c2ccccc2O)CC1	0	-1.4	0	.	6	-4	1.1	.	4	-1
CC1CN=C(N(C(=O)Nc2ccccc2)c2ccc(F)cc2)S1 (configuration not stated)	-3	-0.2	-4	42	11	6	-4.4	2	12	4
Cc1sc2ncnc(SCc3ccc(C(=O)O)cc3)c2c1C	2	-0.5	-2	7	-8	-23	0.8	-1	-2	1
CCCCP(=O)(CCCC)Cc1ccccc1O	-4	8.2	-10	6	-2	-4	.	-3	7	2
Cc1ccc(C)c(NC(=S)Nc2cccc3cnccc23)c1	10	-0.5	22	40	-2	6	2.0	6	-12	8
CC[C@]12c3[nH]c4ccc(Cl)cc4c3CCN1C(=O)[C@@H](CC(=O)NCCC1=CCCCC1)C[C@@H]2C(=O)N1CCN(C(=O)c2ccco2)CC1	0	i	-4	.	27	6	0.8	.	.	-8
CCC(=O)Nc1cccc(NC(=S)NC(=O)Cc2ccccc2)c1	2	0.6	-12	12	6	1	.	0	-2	-3
CCOc1cc2c(cc1/C=C/C(=O)O)OC(C)C2 (configuration not stated)	-216	1.2	3	-3	0	3	1.1	-1	-11	7
Cc1ccc(S(=O)(=O)N2CCC(=O)N(CCOCc3cccc(C)c3)CC2)cc1	13	0.5	-16	4	9	1	1.5	0	-1	2
Nc1nc(Nc2ccccc2)nc(N2CCCC2)c1[N+](=O)[O-]	6	0.6	26	-11	3	-10	1.8	4	-3	3
Cc1ccc(NS(=O)(=O)c2cccc(C(=O)N3CCN(c4ncccn4)CC3)c2)cc1	6	-1.4	-7	.	27	6	0.1	.	34	-1
N/C(=N\OC(=O)c1ccccc1)C(C(=O)NOC(=O)c1ccccc1)C1CCCCC1 (configuration not stated)	7	i	.	.	1	3	1.1	.	.	0
Cc1ccccc1N1CCN(S(=O)(=O)c2cccs2)CC1	-6	-1.7	-13	14	27	-5	3.1	4	1	3
CS(=O)(=O)c1ccc(Cl)c(NC(=O)C2CCCCN2S(=O)(=O)c2ccccc2)c1 (configuration not stated)	1	-0.6	-4	.	8	-1	1.3	.	-16	-7
COc1ccc(-c2n[nH]c(=S)n2Cc2ccco2)cc1	4	-0.7	-8	35	3	0	.	-1	-10	-3
COc1ccccc1C1CC(=O)Oc2cc(C)c(Br)c(C)c21 (configuration not stated)	9	-1.0	-8	.	-6	2	-0.4	.	.	1
